Bioassay records from PubChem.
pPAFAH FP inh – pPAFAH (human) enzyme inhibition; Q13093; recombinant pPAFAH, FP-rhodamine probe fluorescence polarization; inhibition, % at 3.39 µM; 330,000 tested, 1.5% active; AID 463082;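 active = inhibition above the mean inhibition across the screen plus 3 SD, cut at about 25% in these data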;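 also: inhibitors block binding of the rhodamine activity-based probe so polarization drops; 0% = enzyme with DMSO and 100% = wells lacking pPAFAH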
Target sequence (Q13093 whole entry, looked up): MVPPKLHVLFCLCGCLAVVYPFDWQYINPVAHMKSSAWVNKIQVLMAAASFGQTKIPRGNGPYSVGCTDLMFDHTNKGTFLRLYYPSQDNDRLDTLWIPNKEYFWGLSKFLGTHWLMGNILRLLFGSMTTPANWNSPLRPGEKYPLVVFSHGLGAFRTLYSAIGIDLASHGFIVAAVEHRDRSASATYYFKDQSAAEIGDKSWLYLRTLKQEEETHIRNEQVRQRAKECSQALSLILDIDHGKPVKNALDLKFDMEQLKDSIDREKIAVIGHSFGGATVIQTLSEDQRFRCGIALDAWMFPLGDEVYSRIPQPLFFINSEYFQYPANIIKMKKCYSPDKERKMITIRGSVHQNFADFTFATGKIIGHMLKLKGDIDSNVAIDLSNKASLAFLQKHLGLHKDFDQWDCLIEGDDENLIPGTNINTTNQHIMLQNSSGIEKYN
PAFAH1B3 inh – PAFAH1B3 (human) inhibition; Q15102; AID 492972; 340,000 tested, 0.28% active; inhibition, % at 3.39 µM; recombinant PAFAH1B3, FP-rhodamine probe, fluorescence polarization;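 active = inhibition above the screen-wide average of all tested compounds plus 3 SD, cut at about 25% in these data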;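 also: 0% = enzyme with DMSO only and 100% = wells lacking PAFAH1B3 protein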
Target sequence (Q15102 whole entry, looked up): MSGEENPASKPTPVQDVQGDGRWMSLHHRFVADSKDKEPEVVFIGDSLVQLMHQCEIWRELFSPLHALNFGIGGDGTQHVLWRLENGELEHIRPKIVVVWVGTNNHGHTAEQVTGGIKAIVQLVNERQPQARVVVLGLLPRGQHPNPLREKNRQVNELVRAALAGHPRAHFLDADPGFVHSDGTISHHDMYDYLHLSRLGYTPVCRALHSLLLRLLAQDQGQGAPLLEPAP
Fam108B counter – blocks mouse Fam108B hydrolase in RBBP9 counter-screen | recombinant Fam108B, FP-Rh probe fluorescence polarization | inhibition, % at 9.51 µM | 300,000 tested, 0.33% active;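 active = inhibition above the screen mean inhibition plus 3 SD, computed separately per campaign, cut at about 18% in these data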;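 also: inhibitors lower polarization as less probe binds the enzyme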
PAFAH1B2 inh – PAFAH1B2 (human) inhibition | AID 492953 | recombinant PAFAH1B2, FP-rhodamine activity probe, fluorescence polarization | 340,000 tested, 1.2% active | inhibition, % at 3.39 µM | P68402;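 active = inhibition above the mean of all tested compounds plus 3 SD, cut at about 24% in these data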;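 also: 0% = enzyme with DMSO and 100% = wells lacking PAFAH1B2; many of its hits are not listed in these tables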
Target sequence (P68402 whole entry, looked up): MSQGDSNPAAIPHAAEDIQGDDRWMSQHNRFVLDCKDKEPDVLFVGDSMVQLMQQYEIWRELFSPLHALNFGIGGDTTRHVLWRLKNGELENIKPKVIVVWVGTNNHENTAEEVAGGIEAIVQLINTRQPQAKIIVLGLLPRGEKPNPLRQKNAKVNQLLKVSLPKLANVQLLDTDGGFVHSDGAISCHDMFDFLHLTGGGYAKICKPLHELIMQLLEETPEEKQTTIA
PME-1 inh – PME-1 (human) inhibition | AID 2130 | inhibition, % at 5.9 µM | 320,000 tested, 0.53% active | Q9Y570 | recombinant PME-1, FP-Rh probe fluorescence polarization;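 active = inhibition above the campaign mean of all compounds plus 3 SD, cut at about 26% in these data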;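 also: competitive labeling of PME-1 active site by serine hydrolase directed probe; 0% = PME-1 with DMSO and 100% = wells lacking PME-1 enzyme; inhibitors block probe labeling so polarization falls and inhibition rises; many of its hits are not listed in these tables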
PAFAH2 FP inh – PAFAH2 (human) inhibition; Q99487; recombinant PAFAH2, FP-rhodamine activity probe, fluorescence polarization; inhibition, % at 3.39 µM; 340,000 tested, 0.99% active;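 active = inhibition above the mean over all tested compounds plus 3 SD, cut at about 30% in these data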;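 also: inhibitors block probe labeling of enzyme so polarization drops; 0% = enzyme with DMSO and 100% = wells lacking PAFAH2 protein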
LYPLA1 counter – blocks human lysophospholipase 1, a PME1 counter-screen; inhibition, % at 5.9 µM; 320,000 tested, 0.16% active; recombinant LYPLA1, FP-Rh probe fluorescence polarization;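 active = inhibition above the mean of all tested compounds plus 3 SD, set per campaign, cut at about 14% in these data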;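 also: inhibitors block serine hydrolase probe labeling of LYPLA1 so polarization falls; 0% = enzyme with DMSO and 100% = wells lacking LYPLA1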
GSTO1 inh – blocks human GSTO1 in RBBP9 counter-screen. recombinant GSTO1, activity-based probe fluorescence polarization. inhibition, % at 5.96 µM. 300,000 tested, 1.1% active. AID 1974;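 active = inhibition above the campaign mean inhibition plus 3 SD, cut at about 35% in these data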;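 also: 0% = GSTO1-1 with DMSO and 100% = wells lacking GSTO1-1 enzyme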
PAD4 FP inh – inhibitors of human PAD4. recombinant PAD4, RCA probe fluorescence polarization. inhibition, % at 6.36 µM. 330,000 tested, 0.41% active. AID 485272;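 active = percent inhibition above a cutoff equal to the mean of all tested compounds plus 3 SD, cut at about 15% in these data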;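 also: 0% = PAD4 with RCA probe and DMSO and 100% = probe without PAD4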
* = called active by the depositor; nt = not tested or not shown.

SMILES	pPAFAH FP inh	PAFAH1B3 inh	Fam108B counter	PAFAH1B2 inh	PME-1 inh	PAFAH2 FP inh	LYPLA1 counter	GSTO1 inh	PAD4 FP inh
C#CCOCCOCCOCCNc1nc(N2CCN(C(=O)CCCCCCCCCCNC(=O)Cn3cc(C[C@@H](C)O)nn3)CC2)nc(N2CCN(C(=O)CCCCCCCCCCNC(=O)Cn3cc(C[C@@H](C)O)nn3)CC2)n1	19	-10	-1	-2	2	-6	2	-2	-4
Cc1ccc(-c2nsc(SCC(=O)NCc3ccc4c(c3)OCO4)n2)cc1	-2	1	10	1	-5	-2	2	3	3
COc1ccc(OC)c(CCNC(=O)CS(=O)(=O)Cc2nc(-c3ccccc3Cl)oc2C)c1	8	8	-1	-5	2	1	-2	6	-2
Cc1ccc(OCCn2c(CCCO)nc3ccccc32)cc1	10	0	8	2	2	4	1	7	1
O=C(O)CC1(CC(=O)Nc2ccc3c(c2)C(=O)OC3)CCCCC1	2	nt	3	nt	6	nt	0	-13	-1
COc1ccc(C)c2sc(NC(=O)CCS(=O)(=O)c3ccccc3)nc12	1	9	0	0	-4	-5	-3	-17	-6
Cc1ccc(N(C)C(=O)N2CCN(S(=O)(=O)c3ccc4ccccc4c3)CC2)cc1	3	-3	1	2	10	3	-4	-6	3
CCN(CC)c1ccc(C(=O)NNC(=O)C2CSC3(C)CCC(=O)N23)cc1 (centres undefined)	-1	3	nt	3	7	4	-1	nt	-4
CCC(=O)Nc1cccc(-c2nnc(SCC(=O)c3ccccc3)n2C)c1	-1	-3	0	-5	3	-4	-4	2	-1
O=C(Nc1ccc(Br)cc1)C1C2C=CC3(O2)C1C(=O)N(CCN1CCCCC1)C3C(=O)NC1CCCCC1 (centres undefined)	-3	6	-1	-2	0	-9	2	4	1
COc1ccc(C(=O)COC(=O)c2ccc(NC(=O)c3ccccc3)cc2)cc1	4	-16	-16	-6	-12	-18	-5	-7	-3
CC(=O)O[C@H]1C(=O)[C@@]2(C)C([C@H](OC(=O)c3ccccc3)[C@]3(O)C[C@H](OC(=O)[C@H](O)[C@@H](NC(=O)c4ccccc4)c4ccccc4)C(C)=C1C3(C)C)[C@]1(OC(C)=O)CO[C@@H]1C[C@H]2O (some centres undefined)	-4	4	-7	1	-2	-17	-8	-6	-4
COc1ccc(CNC(=O)CCCOc2cc(=O)n(C)c3ccccc23)cc1	3	9	2	8	2	0	-1	0	1
O=c1c2c(-c3ccccc3)csc2ncn1/N=C/c1c2ccccc2cc2ccccc12	3	-4	-8	-5	-8	-8	-4	2	1
CC(=O)N1CCN(S(=O)(=O)c2ccc(Cl)cc2F)CC1	1	6	6	6	0	7	5	12	-6
Cc1oc(=O)c(NC(=O)c2ccccc2)cc1C(C)O (centres undefined)	3	2	2	-2	-1	-11	-3	2	-4
COc1cc(/C=N/NC(=O)c2cc[n+]([O-])cc2)cc(OC)c1OC	6	16	-1	0	-1	1	-1	0	4
CN(Cc1ccccc1)C(=O)c1ccc(NC(=O)c2ccccc2)cc1	3	14	0	8	7	5	-4	1	-8
O=C(O)CCCC(=O)Nc1cccc(-c2nc3ccccc3[nH]2)c1	3	-1	3	3	9	1	0	-4	-2
O=C1CSC(c2ccncc2)N1Cc1ccccc1 (centres undefined)	1	8	1	4	-2	-3	-3	5	-4
CCOc1cc(N2CCOCC2)c(OCC)cc1NC(=O)COC(=O)CCOc1ccc(C(C)(C)C)cc1	7	6	5	3	1	-1	1	-7	4
CN1CCN(C(=O)c2cccn(Cc3cccc(Cl)c3)c2=O)CC1	-3	3	0	5	-3	0	-4	0	4
C/C(Cc1nnn(-c2cc(C)on2)n1)=N\O	2	nt	0	nt	-3	nt	-2	10	-1
CSCCC(NC(=O)c1ccccc1Cl)C(=O)N1CC(C)OC(C)C1 (centres undefined)	0	0	nt	-5	-2	-1	-4	nt	-4
COc1cccc(NCc2nnc(SCC(=O)N(C)C3CCS(=O)(=O)C3)n2C2CCCCC2)c1 (centres undefined)	3	-1	-2	4	-9	8	2	-2	-1
Cc1cccc(N(Cc2ccccc2)C(=O)CN2C(=O)NC3(CCCCC3C)C2=O)c1 (centres undefined)	-3	2	nt	3	-3	1	0	nt	-4
Cc1cccc(NC(=O)C2CCCCN2S(=O)(=O)c2ccccc2)c1C (centres undefined)	1	1	nt	4	nt	-1	nt	nt	-2
O=C(NCc1nnc(SCc2ccc(F)cc2)n1-c1ccccc1)C12CC3CC(CC(C3)C1)C2	2	-3	3	22	2	18	0	-7	0
CC(C)c1cc(-c2cc(-c3ccc(Cl)cc3)on2)nc(NCC2CC2)n1	-2	4	-5	3	-5	-4	-3	-1	-3
CCOC(=O)N1CCN(S(=O)(=O)c2cccc3ccc(C)nc23)CC1	0	18	0	2	3	11	-2	2	3
CC(=O)C1=C(O)C(=O)N(Cc2cccnc2)C1c1ccccc1Cl (centres undefined)	3	8	4	0	4	5	1	4	0
Cc1ccc(-c2nnc(SCC(=O)n3c4c(c5ccccc53)CCCC4)o2)cc1	0	nt	2	nt	-1	nt	2	2	3
Cc1ccccc1CC(=O)Nc1ccc2c(c1)CCC2	5	-3	-5	-3	-2	-1	0	5	-1
CC(=O)c1sc(NC(=O)c2ccc(COc3ccccc3Cl)o2)nc1C	5	-3	2	-3	-2	-3	2	0	-1
Cc1ccc(C)c(C(=O)CSc2n[nH]c(-c3ccncc3)n2)c1	1	5	-1	4	-6	-6	1	-11	-1
CC(O)/C=C/c1cccc[n+]1C (centres undefined)	3	5	-5	-5	-5	2	1	-1	4
Cc1ccc(CCC(=O)Nc2ccc(S(N)(=O)=O)cc2)o1	2	-2	-6	3	2	-5	2	1	0
Cc1ccc(C)c(NC2=C(Cl)C(=O)OC2OC(C)C)c1 (centres undefined)	-2	-6	-4	-4	-5	-1	-1	7	7
O=C(Cc1ccc(Cl)cc1)NNC(=O)c1ccco1	3	5	0	12	6	9	0	-1	-2
O=c1ccc(N=Nc2ccccc2)ccc1O	13	-1	4	3	-1	2	-1	33	0
O=S(=O)(NCC(c1ccco1)N1CCCCC1)c1cccc(C(F)(F)F)c1 (centres undefined)	2	8	nt	6	2	20	0	nt	4
CCOC(=O)c1c(C)[nH]c(C(=O)N2CCC(C(=O)OCC)CC2)c1C	-3	5	-6	-6	0	-3	0	-1	0
COc1cc(/C=C(/C#N)c2nc3ccccc3[nH]2)ccc1OCC(=O)Nc1ccccc1C(C)C	-1	9	-37	0	-22	-10	-10	-7	2
Cc1ccc(S(=O)(=O)c2ccc(Oc3ccccc3)cc2)cc1	3	-8	-5	3	-1	-10	1	0	-2
C=CC[C@H](CC(=O)N(CCO)Cc1ccccc1)C(=O)N[C@H](COC(=O)[C@@H](CC=C)Cc1ccc(F)cc1)C(C)(C)C	11	6	nt	4	nt	-2	nt	nt	5
CC[C@H](C)[C@H](NC(N)=O)C(=O)OCC(=O)NCc1ccc(Cl)cc1	1	6	3	2	3	-3	1	4	1
Cc1nnc(NC(=O)CSc2nccn2Cc2ccc(F)cc2)s1	1	5	-3	2	-2	-2	4	-7	-1
CN(Cc1ccccc1)C(=O)c1ccc(NC(=O)C2=CSCCO2)cc1	-3	5	-1	-1	0	3	0	-1	-4
O=c1[nH]c(N/N=C/c2ccc(O)cc2)nc2ccccc12	8	13	5	9	19	-2	-8	-17	-3
COc1ccc(NS(=O)(=O)c2cccc(C(=O)NNC(=O)c3ccc(=O)[nH]c3)c2)cc1	7	-10	nt	-5	1	5	3	nt	-2
Cc1ccc(C)c(-n2c(Cc3cc(=O)[nH]c(=O)[nH]3)nnc2SCC(=O)NCC2CCCO2)c1 (centres undefined)	-1	7	2	7	-1	-10	4	3	1
O=C(Nc1cccc(-n2cnnn2)c1)c1ccoc1COc1ccc(Cl)cc1	-5	-4	-14	-5	-18	-2	-19	-18	-2
O=C(Nc1c(Cl)cc(Cl)cc1C(=O)NCc1cccnc1)c1ccc(Cl)cc1Cl	4	-3	0	5	-3	2	-3	-1	-1
CCCOc1ccccc1-n1sc2c(c1=S)-c1cc(OC)cc3c1N(C(=O)C3=O)C2(C)C	11	7	9	16	4	0	-5	-15	3
CC(C)OC(=O)CSc1nnc(C2CCCCC2)n1N	3	nt	0	nt	4	nt	-1	5	1
COc1ccccc1OCCNC(=O)CC(NC(C)=O)c1ccccc1 (centres undefined)	3	9	1	6	6	-2	2	5	-1
Cc1cccc(NC(=S)N(CCN(C)C)C(C)c2ccco2)c1 (centres undefined)	4	15	4	1	-3	-1	-4	-2	-2
COC(=O)c1ccccc1NC(=O)c1cnn2c(C)cc(C)nc12	-1	-1	4	3	5	10	-2	8	2
CC1(C)CC(=O)c2cnc(NCC3CCCO3)nc2C1 (centres undefined)	6	8	2	5	-4	0	-2	7	-6
COc1ccc(/C=C(\C#N)C(=O)NCCCn2ccnc2)cc1	4	13	1	6	-1	9	3	7	-6

The listing continues.
SMILES	pPAFAH FP inh	PAFAH1B3 inh	Fam108B counter	PAFAH1B2 inh	PME-1 inh	PAFAH2 FP inh	LYPLA1 counter	GSTO1 inh	PAD4 FP inh
COc1cc(NC(C)C(=O)N2CC(C)OC(C)C2)cc(OC)c1 (centres undefined)	3	-2	6	4	1	5	-1	6	0
CSc1ncccc1C(=O)NNc1cc(Cl)ccc1Cl	9	-3	0	-1	-3	-3	-1	-3	1
COc1ccccc1-n1c(C)cc(/C=C2/C(=N)N3C(=NC2=O)SN=C3S(C)(=O)=O)c1C	0	-10	1	4	-4	-5	5	-78	-2
CNc1ncnc2c1ncn2[C@@H]1O[C@H](CO)[C@@H](O)[C@H]1O	0	-8	2	-4	-6	3	1	6	-4
CC1CCN(CCCCOc2ccc(Br)cc2)CC1	3	4	6	3	2	2	-2	4	-2
COC(=O)c1cc(OC)c(OC)cc1NC(=O)CSCc1c(C)noc1C	0	12	nt	7	nt	3	nt	nt	4
CC1(C)C[C@H]2C3=CCC4[C@@]5(C)CC[C@H](O)[C@](C)(CO)C5CC[C@@]4(C)[C@]3(C)C[C@H]3O[C@@H]1[C@H](O)[C@]32CO (some centres undefined)	3	0	nt	-1	2	-1	3	nt	-7
CCCCNc1cc(C)nc(NCc2ccccc2)n1	-1	-3	4	-1	-3	4	-2	2	-2
O=S(=O)(c1ccc2c(c1)OCCO2)N1CCN(c2cccc(Cl)c2)CC1	-1	-2	-3	6	1	-8	3	3	0
O=C(Nc1nc2ccccc2s1)C1CCN(S(=O)(=O)c2cc([N+](=O)[O-])ccc2Cl)CC1	4	-4	12	0	2	1	-19	-86	1
O=C(c1ccco1)N1CCN(S(=O)(=O)c2ccc(Br)s2)CC1	6	5	6	15	5	1	-2	0	0
Cc1cc2cc(NC(=O)c3ccco3)ccc2[nH]1	3	7	6	7	3	-5	-1	-2	0
CC(C)(C)c1ccc(C(CC(=O)O)NS(=O)(=O)Cc2ccccc2)cc1 (centres undefined)	2	0	1	20	-4	9	1	4	-2
CC(C)(C)NC(=O)C(c1ccc(O)cc1)N(Cc1ccccc1)C(=O)CCC(=O)Nc1nccs1 (centres undefined)	4	9	-1	-4	9	0	0	12	-1
O=C(Oc1ccc(C(=S)N2CCOCC2)cc1)c1cccc(Cl)c1	10	8	-3	1	-3	2	-3	4	-2
S=c1nc(-c2ccc(Cl)cc2)[nH][nH]1	-1	-1	2	7	-2	-4	0	9	7
C/C(Cl)=C/Cn1c(=O)c2c(nc(Br)n2Cc2ccccc2)n(C)c1=O	-5	0	7	3	1	-2	-1	-7	3
COc1ccc(F)cc1S(=O)(=O)Nc1cc2c3c(c1)CCN3C(=O)CC2	3	3	-3	3	0	8	2	1	-1
Cc1cc(OCC(=O)N(Cc2cccs2)C2CCS(=O)(=O)C2)ccc1Cl (centres undefined)	10	6	-3	2	0	0	-5	1	2

Some of the compounds tested (hit frequency here may not be typical).
